Screening results deposited in PubChem by several laboratories.
V-ATPase pH = regulators of yeast V-ATPase proton transport; S. cerevisiae, pHLuorin cytosolic pH fluorescence; response, % at 10 µM; 0.37% of 350,000 active; in the data active = response mostly above about 7.3%, no sharp cut-off; inactive = mostly below about 5.4%; note: actives read high; inactives centre near 0; some compounds called inactive have numbers as strong as hits; reference of the scale not given here
CAL PDZ FP-1 = human CAL PDZ-peptide interaction inhibition; Q9HD26; purified CAL PDZ, TMR-peptide fluorescence polarization, 1 h; inhibition, % at 20 µM; 0.02% of 330,000 active; AID 504414;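 active = highest replicate inhibition of at least 40%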;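 note: plate controls were DMSO neutral control wells for no effect and unlabeled competitor peptide control wells for full effect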
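Assay system – tagged CAL PDZ protein CerCALP, purified · Timing – 1 h at RT · Compound – single point, 20 µM · Measured by – fluorescence polarization from S- and P-plane intensities, G-factor corrected · Evaluation – inhibition from polarization loss · Probe or stimulus – TMR reporter peptide T*-PRC34 · Buffer or medium – pH 7.4 phosphate-saline buffer, reducing agent, detergent, IgG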
Tat transport = E. coli Tat transport inhibition; E. coli MC4100 TorA-mCherry Tat export, fluorescence; inhibition, % at 10 µM; 0.036% of 340,000 active;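 active = mean replicate inhibition at least 50% and at least half of replicates individually reaching 50%; inconclusive = only one of the two criteria met; inactive = neither criterion met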;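 note: exported cargo escapes ClpAP degradation while cytoplasmic cargo is degraded and loses fluorescence; 0% = median of neutral control wells and 100% = median of NaSCN control wells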
Wnt act = activators of Wnt/beta-catenin signaling | 1.2% of 300,000 active | Wnt/beta-catenin reporter cell assay, activator, plate reader | AID 743398 | activation, % at 9.35 µM; in the data active = activation above about 30%, passing the limit was not always enough; inconclusive = no clear call, values can overlap the other calls;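 note: 0% = neutral control wells and 100% = positive control wells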
CDK5 p35 inh = blocks human CDK5/p35 kinase activity. Q00535+Q15078. Recombinant CDK5/p35, ADP-Glo luminescence, 60 min. inhibition, % at 10 µM. 0.01% of 330,000 active;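 active = highest replicate inhibition of at least 50% and at least 75% of replicates reaching 50%; inconclusive = only one of the two criteria met; inactive = both criteria failed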;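 note: plate controls were DMSO neutral control for no effect and GW8510 at 10 µM for full effect; many of its hits are not listed in these tables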
Target sequence (Q00535 whole entry, looked up): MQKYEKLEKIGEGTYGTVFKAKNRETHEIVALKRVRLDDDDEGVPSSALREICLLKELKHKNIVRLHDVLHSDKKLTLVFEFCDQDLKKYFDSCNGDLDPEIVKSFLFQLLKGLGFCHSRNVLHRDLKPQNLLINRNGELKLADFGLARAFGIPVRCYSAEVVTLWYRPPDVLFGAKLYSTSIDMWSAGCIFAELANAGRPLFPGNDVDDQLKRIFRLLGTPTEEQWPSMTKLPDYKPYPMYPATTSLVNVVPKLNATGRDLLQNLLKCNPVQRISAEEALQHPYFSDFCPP
Target sequence (Q15078 whole entry, looked up): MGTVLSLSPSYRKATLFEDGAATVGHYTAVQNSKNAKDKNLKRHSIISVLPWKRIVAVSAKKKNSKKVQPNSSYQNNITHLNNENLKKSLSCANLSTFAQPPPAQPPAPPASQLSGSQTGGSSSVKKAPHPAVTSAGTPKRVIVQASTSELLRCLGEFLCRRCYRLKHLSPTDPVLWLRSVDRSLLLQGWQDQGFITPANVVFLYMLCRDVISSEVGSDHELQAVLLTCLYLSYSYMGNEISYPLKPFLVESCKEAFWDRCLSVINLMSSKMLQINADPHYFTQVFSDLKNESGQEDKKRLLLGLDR
MITF TRPM1 HTS = MITF TRPM1 promoter activation in melanoma cells | activation, % at 12.5 µM | 0.75% of 300,000 active | SK-MEL-5 TRPM1-promoter luciferase, 24 h; % of positive control, neutral wells = 0;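 active = mean activation of at least 80% with every replicate also reaching 80%; inconclusive = mean reaches 80% but some replicate falls short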;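 note: 0% = neutral control wells and 100% = parthenolide positive control wells; values of inactives mirror those of a sister screen read the other way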
Rtt109 Vps75 = C. albicans Rtt109 histone acetyltransferase inhibition | Q5AAJ8 | 0.16% of 330,000 active | purified Rtt109/Vps75, ThioGlo CoA-SH fluorescence, 4 h | inhibition, % at 34.9 µM | AID 540336;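 active = inhibition of at least 50% in every replicate; inconclusive = best replicate reaches 50% inhibition but some replicates fall short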
dFosB act = enhances mouse delta FosB homodimer DNA binding; 0.99% of 340,000 active; purified delta FosB, TAMRA-CDK5 oligo fluorescence polarization; percent of positive-control signal above neutral wells; AID 493131; activation, % at 25 µM;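 active = mean activation above about 17%, with every replicate also reaching it, limit read from the data, passing the limit was not always enough; inconclusive = only one of the two conditions met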;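 note: fluorescence polarization rise as delta FosB binds a TAMRA Cdk5 AP-1 oligo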
Target sequence (P13346 whole entry, looked up): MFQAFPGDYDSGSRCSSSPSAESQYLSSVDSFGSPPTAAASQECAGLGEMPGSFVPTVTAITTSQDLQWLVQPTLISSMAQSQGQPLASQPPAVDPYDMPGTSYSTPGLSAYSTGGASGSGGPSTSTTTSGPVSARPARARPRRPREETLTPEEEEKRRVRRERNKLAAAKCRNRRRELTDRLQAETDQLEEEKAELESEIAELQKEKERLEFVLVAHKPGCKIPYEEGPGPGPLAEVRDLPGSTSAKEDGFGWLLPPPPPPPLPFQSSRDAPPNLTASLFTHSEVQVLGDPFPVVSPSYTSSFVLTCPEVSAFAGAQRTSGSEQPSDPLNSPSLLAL
CAL PDZ FP-2 = blocks peptide binding to the human CAL PDZ domain. inhibition, % at 24.9 µM. AID 602252. Q9HD26. purified CAL PDZ, TMR-peptide fluorescence polarization, 1 h. 0.92% of 300,000 active;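 active = mean inhibition of at least 30% with at least half of replicates also reaching 30%; inconclusive = no clear call, values can overlap the other calls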;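 note: 0% = DMSO neutral control and 100% = excess unlabeled competitor peptide PRC23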
cardiac RTF act = increases calcium sensitivity of human cardiac regulated thin filaments; 0.24% of 340,000 active; P19429+P45379; AID 493008; IANBD-labeled TnC RTF fluorescence at EC20 calcium; 0% EC20 calcium, 100% full calcium; activation, % at 7.2 µM;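 active = activation above the mean over all tested compounds plus 3 SD, cut at about 30% in these data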;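 note: rise in fluorescence read as greater calcium sensitivity of cardiac thin filaments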
* hit, by the source's call; i = inactive; ? = inconclusive; nt = not tested or not shown. Some of the compounds tested; count on the stated rates, not on these rows.

Under each structure – V-ATPase pH	CAL PDZ FP-1	Tat transport	Wnt act	CDK5 p35 inh	MITF TRPM1 HTS	Rtt109 Vps75	dFosB act	CAL PDZ FP-2	cardiac RTF act
OC(Cc1ccccc1)(c1ccccc1)C1CN2CCC1CC2 (centres undefined)
    3	0.4	-3	nt	-0.1	-7	12	-3	-1	2
CC(C)NC(C)C(=O)c1ccc2ccccc2c1 (centres undefined)
    -4	-1.7	-2	0	-2.3	-3	-1	4	-1	2
CCC(C)NC(=O)CCC(=O)OC1O[C@H]2OC3(C)CC[C@H]4[C@H](C)CCC(C1C)C24OO3 (some centres undefined)
    4	-0.2	6	-8	0.1	-27	-3	-2	-2	0
C[C@H]1[C@@H](OS(=O)(=O)O)C[C@@H]2C[C@H]([C@@H](O)c3cc(=O)[nH]c(=O)[nH]3)NC3=NC[C@H]1N32
    4	-0.6	-1	nt	0.4	-73	5	-5	-6	-6
Cc1c(CC(=O)N2C[C@H]3C[C@@H](C2)c2cccc(=O)n2C3)c(=O)oc2cc(O)c(Cl)cc12
    -2	0.2	-4	-2	0.2	4	i	-8	0	2
O=c1c2ccccc2nc(-c2ccccc2F)n1-c1ccccc1
    0	-1.0	-12	0	-0.6	nt	0	2	-5	3
O=C(CCc1nc(-c2ccccc2F)no1)N1CCC2(CC1)OCCO2
    14	-0.6	2	-1	1.5	-3	3	-2	-4	8
C[C@H]1CC[C@@]2(C)[C@@H](CC[C@@H]3[C@@H]2CC[C@]2(C)[C@@H](O)CC[C@@H]32)C1
    -3	-2.0	-4	-1	-1.9	5	5	-1	0	-3
Cc1ncc([N+](=O)[O-])n1CCOC(N)=O
    -2	-0.8	2	-2	1.1	16	-7	9	1	-5
O=c1[nH]c(=O)n(Cc2ccccc2Cl)c(O)c1C=Nc1ccc(F)cc1
    -3	-0.3	-7	-1	-1.9	34	5	16	-3	-1
COC(=O)C1=C(c2ccc(OC)c(OC)c2)C[C@@H]2CC[C@H]1N2C(=O)NC(C)C
    1	0.1	-2	-1	1.6	3	0	3	-2	8
CC(=O)N1Cc2cnnn2-c2ccccc2C1(C)C#N (centres undefined)
    4	0.5	5	-2	-0.3	8	3	5	-1	-4
O=P1(NC2CCCC2)COc2ccccc2OC1
    -4	1.3	-10	0	0.8	0	7	-6	-16	-8
COc1ccc(C=O)cc1
    0	-0.6	-3	nt	0.8	-2	-3	1	7	-8
COC(=O)C1=C(c2cccc(OCc3ccccc3)c2)C[C@@H]2CC[C@H]1N2C(=O)NCc1cccc(F)c1
    8	-0.9	2	-5	-0.5	-11	5	-2	0	-4
COC1C(C)OC(OC2CC(C)(O)Cc3cc4c(c(O)c32)C(=O)c2c(O)cc3c(c2C4=O)OC2OC3(C)C(O)C(N(C)C)C2O)C(OC)C1(C)OC (centres undefined)
    -1	0.9	7	-10	0.0	-63	-2	-18	-6	678*
O=C1CC(=O)N(c2ccccc2F)C(=O)N1
    -4	-0.1	-11	-2	-0.7	4	-15	2	-2	-5
CC(C)COP(=O)(OCC(C)C)C(O)c1cccnc1 (centres undefined)
    -7	0.0	?	0	2.4	7	10	-3	-3	6
CCOC(=O)C(NC(=O)C(Cc1ccc(N(CCCl)CCCl)cc1)NC(C)=O)C(C)C (centres undefined)
    2	-0.9	-15	0	0.7	-12	0	-6	1	-4
CC(C)c1cccc(C(C)C)c1OCCn1ccnc1
    -2	-2.0	-3	nt	0.9	-9	6	-6	-4	0
CCC(=Nc1ccccc1N)c1c(O)[nH]c(=O)[nH]c1=O
    -1	0.5	-2	10	0.6	-2	-5	-1	-1	-6
COc1ccc(Cn2c(O)c(C=NCCCn3ccnc3)c(=O)[nH]c2=O)cc1
    -3	-1.0	9	nt	-0.3	-13	2	0	7	4
Cc1c(C=O)c2ccccc2n1Cc1ccc([N+](=O)[O-])cc1
    0	-1.8	-7	15	-1.3	-8	4	4	-4	-3
c1ccc(-c2ccncc2)cc1
    0	-0.1	0	0	-1.0	-2	-6	-3	-2	7
CCOc1ccc(-n2c(O)c(C=NCCN(CC)CC)c(=O)[nH]c2=O)cc1
    -7	0.4	12	nt	0.8	-4	-9	-2	6	1
COc1ccc(-n2c(=O)[nH]c3ccccc3c2=O)cc1
    0	-1.6	3	3	-1.3	13	-6	-1	0	-1
O=C(O)CC1OCC=C2CN3CCC45c6ccccc6NC4C1C2CC35 (centres undefined)
    4	-1.4	-10	-4	-1.4	2	0	10	-4	-8
Cc1cccc(CS(=O)(=O)Cc2ccc(C(=O)N3CCC4(CC3)OCCO4)o2)c1
    3	-1.0	-3	nt	-0.4	-5	1	-9	-6	1
Cc1cc(N2CCCCC2)ccc1C=C1C(=O)N(C)C(=S)N(C)C1=O
    12	-2.6	-8	nt	-2.0	-7	4	-2	-5	2
O=C(COc1ccc(Cl)cc1)N1CCN(C/C=C/c2ccccc2)CC1
    0	-1.8	0	nt	-1.3	-5	0	-9	1	-7
C=C(COC(C)=O)CC1CC(O)[C@]2(C)OC3CC4OC5C[C@]6(C)O[C@]7(C)CCC8OC9C[C@]%10(C)OC%11C(C)=CC(=O)OC%11CC%10OC9C[C@@H](C)C8OC7CC6O[C@]5(C)C/C=C\C4OC3CC2O1 (some centres undefined)
    1	2.3	-16	nt	0.6	-10	-2	2	-1	-5
COc1cccc(NC(=O)N2CCC3(CC2)OCCO3)c1
    0	0.1	-7	14	2.8	9	5	1	0	3
O=C(CSC1c2ccccc2-c2ccccc21)N/N=C/c1ccc(C(=O)O)cc1
    -1	-1.2	-11	-2	-0.2	-15	-7	-3	2	5
CCCCn1c(O)c(C(C)=NCc2ccco2)c(=O)[nH]c1=O
    -2	0.1	-1	45*	1.0	nt	2	-4	-3	-5
Oc1ccccc1Cl
    0	-0.3	-7	2	4.1	nt	3	-6	1	2
CCC1(CCO)C(=O)NC(=S)NC1=O
    -2	-0.4	7	-2	0.8	11	1	-2	nt	-1
COc1ccc(CC(=O)N2CCN(C)CC2)cc1
    -6	-1.9	2	nt	0.0	-9	10	-6	nt	7
CN1CCN(CC(=O)Nc2ccc(Cl)cc2C(=O)c2ccccc2)CC1
    1	0.4	5	nt	-1.2	9	2	-9	nt	-5
CC(C)CC1(CCc2ccccc2)C(=O)NC(=O)NC1=O
    -1	-0.7	4	-3	0.3	-4	-11	-4	0	2
O=C(c1ccc(Cl)cc1)C12CN3CN(CN(C3)C1)C2
    2	0.6	2	-2	1.5	1	8	1	-3	-6
N=C1c2ccccc2CN1c1ccc(F)c([N+](=O)[O-])c1
    0	-0.5	0	4	0.6	-2	10	-5	-4	-3
CC(=O)N1CCC2(CC1)CC(=O)c1cc(OCC(=O)N3CCN(C)CC3)ccc1O2
    0	nt	-13	nt	3.3	-6	-250	-3	-4	2
O=c1cccc2n1CC1CC2CN(Cc2ccc3c(c2)OCO3)C1 (centres undefined)
    2	-1.2	-7	-2	-0.8	11	-2	-3	-2	8
COC(=O)C1=C(c2ccc(Cl)c(C(F)(F)F)c2)C[C@@H]2CC[C@H]1N2C(=O)N1CCC(C)CC1
    -4	-0.3	14	nt	-0.8	nt	2	2	0	0
CC(=NCCCn1ccnc1)c1c(O)n(C2CCCCC2)c(=O)[nH]c1=O
    5	0.4	-1	1	0.0	-2	0	-4	0	7
CCN(CCNc1ccc([N+](=O)[O-])c2cccnc12)S(=O)(=O)c1ccc(Cl)cc1
    -1	-0.2	-4	nt	1.0	nt	7	-4	-7	1
CC1N(O)C2CCCCCC2N1O (centres undefined)
    4	-0.7	6	nt	-0.7	-3	4	4	-3	-3
O=c1c2ccccc2nc(/C=C\c2ccccc2[N+](=O)[O-])n1-c1ccccc1O
    -3	-4.2	9	1	-1.4	-17	17	-8	nt	3
COc1ccc(C2=NCc3nnc(C)n3-c3ccc(Cl)cc32)cc1Cl
    -1	-2.2	-1	16	-0.2	1	1	-4	-1	0
Cn1cc(/C=C2\C(=O)NC(=O)N(c3ccccc3)C2=O)c2ccccc21
    -3	2.3	1	0	-0.2	14	6	-108	-2	2
CCCCn1c(=O)c(C(=O)Nc2ccccc2Cl)c(O)c2ccccc21
    4	-2.3	3	1	0.2	-4	-4	11	3	-9
O=C(c1ccc2c(c1)OCO2)C1CCCN(Cc2ccc(F)c(F)c2)C1 (centres undefined)
    1	-0.7	1	0	-4.4	0	-4	-10	-6	-3
CCOC(=O)c1c(C)[nH]c(C(=O)C(Cc2ccccc2)N(C)C)c1C (centres undefined)
    -2	-1.3	3	nt	0.2	11	-7	-12	nt	-5
CN1CCN(S(=O)(=O)c2ccc(Cl)nc2)CC1
    -5	-1.2	6	nt	-0.8	1	-8	-1	-5	-12
S=P(NC1CCCCC1)(N1CC1)N1CC1
    2	-1.1	-4	-1	-0.7	-18	5	11	0	-5
C[C@]12CCC3C(CC[C@H]4C[C@@H](O)CC[C@]34C)[C@H]1CC[C@H]2O (some centres undefined)
    1	-1.3	-1	-3	-0.9	8	-3	0	-5	-1
COC(=O)C1=C(c2ccc(F)cc2OCc2ccccc2)C[C@@H]2CC[C@H]1N2C(=O)NCc1ccc(C)cc1
    0	1.3	17	-4	0.2	4	-10	1	15	3
COc1ccccc1CNC(=O)CCC(=O)N1C[C@H]2C[C@@H](C1)c1cccc(=O)n1C2
    0	-0.1	-7	-1	-0.4	-7	-6	-1	-4	4
O=C(NCc1cccnc1)NC1CCCCC1
    0	-2.7	-5	nt	2.3	9	-3	-5	-2	12
CCP(=S)(CC)c1ccc(N(C)C)cc1
    -1	-0.6	4	-1	0.3	-3	0	5	1	-1

Later entries.
Under each structure – V-ATPase pH	CAL PDZ FP-1	Tat transport	Wnt act	CDK5 p35 inh	MITF TRPM1 HTS	Rtt109 Vps75	dFosB act	CAL PDZ FP-2	cardiac RTF act
COc1ccc(OC)c(N=Cc2c(O)n(Cc3ccccc3)c(=S)[nH]c2=O)c1
    1	-0.2	-1	-1	-4.2	nt	-7	-5	nt	11
COc1ccc(CN2CCN(C(=O)Cc3ccccc3)CC2)cc1Br
    -1	0.3	-3	-1	0.8	-2	-2	-3	1	-3
CC(=O)OC1N=C(c2ccccc2Cl)c2cc(Br)ccc2NC1=O (centres undefined)
    5	-1.1	-6	-2	-0.1	11	5	-2	-2	0
C=CCn1c(O)c(/C(C)=N/N2CCN(C)CC2)c(=O)[nH]c1=O
    -1	-1.7	9	-1	1.1	-3	-3	3	7	1
O=P1(Oc2ccccc2)OCCCS1 (centres undefined)
    0	-0.5	8	-2	-3.1	0	3	-3	-3	6
COc1ccc(C2=NS(=O)(=O)N(C)C(C(=O)N3CCC4(CC3)OCCO4)=C2)cc1OC
    1	-0.4	-6	-2	-1.0	-5	15	-7	-4	1
CCc1ccc(OCCCN=C(C)c2c(O)n(C)c(=O)n(C)c2=O)cc1
    1	-0.5	7	-3	0.2	7	0	-6	-2	1
NC(=S)N/N=C/c1coc2ccccc2c1=O
    1	-1.8	-4	-4	0.0	-6	4	1	-5	-5
